# APEX1 inh = blocks human APE1 abasic DNA cleavage; P27695; recombinant APE1, TAMRA/BHQ-2 abasic DNA cleavage fluorescence; Potency, µM (highest dose often 65.8 µM), for the others: top-dose activity change, negative = inhibition, usual class: inhibitors; actives 0.35% (n = 350,000);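 also: potency is read from the fitted curve at half-maximal effect; plate controls were vehicle for no effect and reference inhibitor for full effect; nearly all actives have a fitted effect of over 55% in size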
#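 APE1 at 0.75 nM final was preincubated with compound 15 min at room temperature, then 50 nM double-stranded THF abasic-site substrate (5'-TAMRA/3'-BHQ-2) was added. Fluorescence (ex 525/em 598 nm) was read kinetically; third-minus-first read gave activity.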
# TRHR ag = activates the human TRH receptor. P34981. TRHR cells, calcium flux fluo-8, FDSS agonist mode. activation, % at 2 µM. actives 0.18% (n = 360,000). AID 493084; in the data active = activation above about 30%; also: 0% is about no effect
#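 Agonist-mode FDSS calcium read (Ex 480/Em 530, 1 s cycles) in 1536-well TRHR cells with fluo-8 dye, after 10-cycle baseline and 23 nL compound addition; TRH at EC20 (10 nM final) added afterwards for the enhancer phase.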
# POLI inh = blocks human DNA polymerase iota activity. Q9UNA4. Pol iota fluorescent replication assay, 10 min. Potency, µM (series often up to 115 µM), without a hit: top-dose activity, negative = inhibition, actives largely listed as inhibitors. actives 1% (n = 390,000). AID 588590; also: potency is read from the fitted curve at half-maximal effect
# Target sequence (Q9UNA4 whole entry, looked up): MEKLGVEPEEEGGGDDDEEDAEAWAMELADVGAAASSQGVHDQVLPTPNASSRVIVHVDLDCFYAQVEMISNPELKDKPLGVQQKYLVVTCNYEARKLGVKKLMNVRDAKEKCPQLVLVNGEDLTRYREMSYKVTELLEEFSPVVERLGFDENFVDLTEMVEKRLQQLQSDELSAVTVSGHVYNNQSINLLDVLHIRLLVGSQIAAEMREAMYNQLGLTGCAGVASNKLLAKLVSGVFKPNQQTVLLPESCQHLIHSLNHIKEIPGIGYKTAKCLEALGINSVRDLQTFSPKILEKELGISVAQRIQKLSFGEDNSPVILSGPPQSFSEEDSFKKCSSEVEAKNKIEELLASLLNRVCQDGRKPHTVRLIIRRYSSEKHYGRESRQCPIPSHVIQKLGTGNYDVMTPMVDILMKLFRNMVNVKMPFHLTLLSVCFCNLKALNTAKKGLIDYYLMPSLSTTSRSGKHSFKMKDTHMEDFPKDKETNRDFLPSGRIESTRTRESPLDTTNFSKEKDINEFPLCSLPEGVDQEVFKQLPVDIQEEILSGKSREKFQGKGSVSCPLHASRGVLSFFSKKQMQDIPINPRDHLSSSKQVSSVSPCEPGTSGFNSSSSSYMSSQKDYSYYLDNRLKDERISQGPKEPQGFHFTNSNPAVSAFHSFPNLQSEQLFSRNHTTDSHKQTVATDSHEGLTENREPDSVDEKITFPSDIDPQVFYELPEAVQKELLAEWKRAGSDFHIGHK
#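 Pol iota at 10 nM preincubated 15 min with compounds at room temperature; reaction started with fluorescent substrate, 50 nM final. Fluorescence read kinetically at 0 and 10 min; buffer-only wells as negative control.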
# Pol beta inh = inhibitors of human DNA polymerase beta. actives 1.3% (n = 340,000). Pol beta primer extension/strand displacement, fluorescence kinetic. Potency, µM (top dose mostly 114 µM), for the others: at the highest dose activity change, negative = inhibition, usual class: inhibitors. P06746; also: potency is read from the fitted curve at half-maximal effect; % is scaled to controls: 0 for no effect and ±100 for the full control effect
#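 Pol beta (10 nM) was preincubated with compound for 15 min at room temperature. The reaction was then started with 50 nM substrate and read immediately and after a further 10 min at room temperature.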
# Pol kappa inh = DNA polymerase kappa (human) inhibition; Potency, µM (highest dose often 107 µM), for inactives: at the highest dose activity, negative = inhibition, most hits filed as inhibitors; Q9UBT6; purified Pol kappa, fluorescent DNA synthesis assay, 10 min; actives 0.53% (n = 400,000); also: potency is read from the fitted curve at half-maximal effect; % is scaled to controls: 0 for no effect and ±100 for the full control effect
#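 Inhibition of 10 nM Pol kappa is measured by a fluorescent read-out at 0 and 10 min following addition of 50 nM substrate (final), with a 15-min room-temperature compound preincubation.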
# BLM helicase inh = blocks DNA unwinding by human BLM helicase. P54132. recombinant BLM DNA unwinding, fluorescence dequenching. Potency, µM (doses to about 56.1 µM), inactives show top-dose activity change, negative = inhibition, usual class: inhibitors. actives 0.2% (n = 350,000). AID 2528;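 also: potency is read from the fitted curve at half-maximal effect; plate controls were vehicle for no effect and no enzyme for full effect; nearly all actives have a fitted effect of over 35% in size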
# ALOX12 inh = blocks human arachidonate 12S-lipoxygenase; purified 12hLO, xylenol orange hydroperoxide absorbance; Potency, µM (titrated, usually from 108 µM), without a hit: at the top dose activity change, negative = inhibition, actives largely listed as inhibitors; actives 1.1% (n = 580,000); also: potency is read from the fitted curve at half-maximal effect; % is scaled to controls: 0 for no effect and ±100 for the full control effect
#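 Purified human 12hLO at 150 nM in 25 mM Hepes, 0.01% Triton X-100, pH 7.0, preincubated 15 min at room temperature with compound. Reaction started with 40 uM arachidonic acid, 30 min at room temperature. Hydroperoxide measured by Fe-xylenol orange, 573/405 nm absorbance ratio.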
# Apoferritin bind = candidate novel general anesthetic via apoferritin binding. actives 0.074% (n = 350,000). apoferritin/1-aminoanthracene competitive binding, fluorescence. Potency, µM (titrated, usually from 77.5 µM), for the others: at the highest dose activity change, negative = displacement, hits mostly inhibitors. P02791. AID 485281; also: potency is read from the fitted curve at half-maximal effect; % is scaled to controls: 0 for no effect and ±100 for the full control effect; nearly all actives have a fitted effect of over 20% in size
# Target sequence (P02791 2-175 limits assumed): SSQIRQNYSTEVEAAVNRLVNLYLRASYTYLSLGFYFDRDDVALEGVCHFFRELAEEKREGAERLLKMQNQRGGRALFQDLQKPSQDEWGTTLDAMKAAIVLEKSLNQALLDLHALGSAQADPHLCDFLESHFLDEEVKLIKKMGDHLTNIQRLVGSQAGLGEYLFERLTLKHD
#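 Horse-spleen apoferritin (10 uM) was mixed with 50% saturated 1-aminoanthracene in PBS, exposed to compounds for 10 min at room temperature, and read for fluorescence (ex 380 nm, em 535 nm). Competitive displacement was fitted with a four-parameter Hill equation.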
# ERG Ets-DNA blk = inhibitors of human ERG Ets domain-DNA interaction; P11308; fluorescence polarization, His-ERG Ets domain / labelled DNA; Potency, µM (highest dose often 76.9 µM), for the others: at the highest dose FP activity, negative = inhibition, hits mostly inhibitors; actives 0.028% (n = 370,000); AID 624246; active = well fitted inhibition curve with a large enough effect in the polarisation, with a control signal flat; inconclusive = small, poorly fitted or top-dose-only effect, or effect the other way, or a change in a side signal; inactive = no such curve, though single readings can be large or run the other way; the % refers to the polarisation;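 also: polarization taken with two DNA probes labelled with fluorescein and Texas red; potency is read from the fitted curve at half-maximal effect; % of control where 0% means no effect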
#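 His-tagged ERG Ets domain (1 uM in the protein solution; 300mM KCl, 50mM Tris-HCl, 1mM EDTA, 1mM DTT, pH 7.5) received compound, then a probe mix of 5 nM fluorescein-DNA and 100nM Texas-615-DNA. Fluorescence polarization was read for both dyes.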
# Numbers without * were called inactive; ? = inconclusive; . = no result given; & = joins results of further samples; [ ] = dose if it differs, or a comment. Unless noted, calls follow the shape of the dose curve; as a rule, active = well fitted curve in the direction sought with a large enough effect; inconclusive = small, poorly fitted or top-dose-only effect, or another doubt; inactive = no such curve, though single readings can be large; an effect the other way counts as inactive or inconclusive.
1: Cc1ccc(C(=O)NNS(=O)(=O)c2ccccc2[N+](=O)[O-])cc1
2: COC(=O)C1=C(NC(=O)COc2ccc3ccccc3c2)CCS1
3: O=C(CSc1ccc(Cl)cc1)N/N=C/c1ccc([N+](=O)[O-])o1
4: CCOC(=O)c1c(C)c(C(=O)NCC2CCCO2)c(C)n1C (centres undefined)
5: Cc1nc(-c2ccc(F)cc2)sc1CCNC(=O)c1ccccc1C(F)(F)F
6: COC(=O)CNC(=O)c1ccc(OC2CCN(C(=O)C3CC3)CC2)cc1
7: CC(C)(C)C(=O)NC(=S)Nc1ccc(S(=O)(=O)Nc2nccs2)cc1
8: Nc1ccc(Oc2ccc3c(c2)C(=O)NC3=O)cc1

assay / entry	1	2	3	4	5	6	7	8
APEX1 inh	7%	17%	44%	3%	.	-2%	-5%	-20%
TRHR ag	-0.1	0.8	0.4	-1.2	-0.2	-0.1	0.6	-0.2
POLI inh	-6%	-3%	-13%	-1%[58.9 µM]	?	-3%	26%	-12%
Pol beta inh	-19%	88%	0%	-11%	-19%	26%	0%	-1%
Pol kappa inh	-7%	1%	-25%	-19%	-4%[60.1 µM]	8%	4%	-4%
BLM helicase inh	-4%	3%	-3%	2%	-6%	-3%	0%	5%
ALOX12 inh	?	?	40µM*	4%	-10%	1%	45µM*	0%
Apoferritin bind	10%	-1%	?	-13%	14%	-9%	-7%	-16%
ERG Ets-DNA blk	8%	-4%	-2%	-13%	5%	1%	3%	-12%

9: Cc1cc(C)cc(OCC(=O)OCC(=O)N(CC(C)C)c2c(N)n(Cc3ccccc3)c(=O)[nH]c2=O)c1
10: COCc1nnc(NS(=O)(=O)c2ccc(Cl)cc2)s1
11: Cc1noc(C)c1CSc1nnc(-c2ccccc2)n1N
12: Cc1cccn2cc(-c3ccc(NC(=O)Cc4ccccc4)cc3)nc12
13: COC(=O)COc1cccc(NC(=O)c2ccccc2)c1
14: CCCCN=C(Nc1ccc(Cl)cc1)c1cccnc1
15: CCCCCCSc1ccc(-c2nc3ccc(Cl)cn3c2NCc2ccccc2)cc1
16: CS(=O)(=O)N(CC(=O)O)c1ccc(C23CC4CC(CC(C4)C2)C3)cc1

assay / entry	9	10	11	12	13	14	15	16
APEX1 inh	5%	-1%	-6%	-3%	-1%	?	17%	9%
TRHR ag	-0.1	0.2	-0.4	-2.1	-0.5	0.0	.	0.2
POLI inh	90%[activator]	107%[activator]	-9%	13%	79%[activator]	27%	11%	-14%
Pol beta inh	.	37%	0%	-28%	2%	7%	.	0%
Pol kappa inh	-15%	-4%	-3%	2%	14%	-3%	-1%	-6%
BLM helicase inh	.	3%	-3%	-4%	-1%	-3%	.	-3%
ALOX12 inh	-26%	0%	?	10%	-9%	0%	-18%	9%
Apoferritin bind	.	-2%	-9%	-9%	-10%	-4%	.	?
ERG Ets-DNA blk	3%	-8%	-10%	4%	0%	3%	8%	-13%

17: COc1cc(NC(=O)COc2ccc3c(C)cc(=O)oc3c2C)cc(OC)c1OC
18: CN1CCN(NC(=O)c2ccc(S(=O)(=O)N3CCCCCC3)cc2)CC1
19: Cc1cccc(C)c1OCC(=O)N1CCc2ccccc2C1
20: O=C1C2C3C=CC(C3)C2C(=O)N1CCCO (centres undefined)
21: O=Cc1cn(-c2ccc(F)cc2)c2ccccc12
22: CCOC(=O)c1ccc(N2C(=O)CC(N3CC(C)OC(C)C3)C2=O)cc1 (centres undefined)
23: O=C(CSc1cccc[n+]1[O-])NC(=O)c1ccc(OC(F)F)cc1
24: O=C(c1ccc2c(c1)OCO2)c1cn(Cc2ccc(F)cc2)c2ccccc2c1=O

assay / entry	17	18	19	20	21	22	23	24
APEX1 inh	51%[activator]	-3%	11%	-1%	-3%	2%	9%	.
TRHR ag	-0.7	0.5	-0.3	1.7	-0.1	0.9	0.9	0.0
POLI inh	?	24%	-11%	11%	-9%	0%	40%[activator]	15%
Pol beta inh	18%	0%	12%	-5%	13%	-19%	15%	25%
Pol kappa inh	21%	1%	-13%	-8%	-14%	-10%	-8%	-12%
BLM helicase inh	-1%	-6%	-2%	3%	-2%	0%	-1%	-3%
ALOX12 inh	6%&0%	1%	0%	-18%	-6%	43%[activator]	-16%	-13%
Apoferritin bind	-6%	-11%	?	0%	3%	0%	-2%	-11%
ERG Ets-DNA blk	-9%	5%	-10%	6%	-4%	3%	1%	4%

25: Cc1ccc(S(=O)(=O)N2CCN(C(=O)CN3CCCCC3)C2)cc1
26: COC(=O)/C=C1/N/C(=N\c2nc(C)cc(C)n2)N(c2cccc(C)c2)C1=O
27: COc1ccc(/C=N/NC(=O)C2(O)c3ccccc3-c3ccccc32)cc1
28: COc1ccc(N2CC(C)(C)C2=O)cc1
29: Cc1cc(NC(=O)c2ccc(Br)o2)cc(-c2nc3ccccc3o2)c1O
30: CCN1C[C@@H]2[C@@H]3C(=O)N(C)C(=O)[C@@H]3[C@](C)(C1=O)N2C(=O)c1ccc(C(C)(C)C)cc1
31: Cc1cc(C)n2c(Nc3cccc(C(F)(F)F)c3)c(-c3ccsc3)nc2n1
32: Cc1sc2ncnc(N3CCC(C(=O)NNC(=O)c4ccccc4Cl)CC3)c2c1C

assay / entry	25	26	27	28	29	30	31	32
APEX1 inh	16%	1%	-1%	-2%	.	.	.	54%[activator]
TRHR ag	1.0	0.1	1.7	0.5	-2.6	.	-0.5	-0.2
POLI inh	7%	-6%	21%	54%[activator]	4%	5%	10%	19%
Pol beta inh	28%	0%	?	18%	15%	.	0%	0%
Pol kappa inh	-13%	-8%	3%	0%	8%	1%	-4%	-1%
BLM helicase inh	-1%	-4%	1%	-1%	0%	.	-2%	0%
ALOX12 inh	19%	?	29%	14%	-14%	2%	?	8%
Apoferritin bind	-8%	-17%	5%	-7%	1%	.	29%	-10%
ERG Ets-DNA blk	-5%	-2%	2%	-1%	0%	2%	-1%	4%

# Values by screen from the entries so far.
# POLI inh for entries 10–19 → 107%[activator], -9%, 13%, 79%[activator], 27%, 11%, -14%, ?, 24%, -11%
# ALOX12 inh for entries 10–19 → 0%, ?, 10%, -9%, 0%, -18%, 9%, 6%&0%, 1%, 0%
# BLM helicase inh for entries 10–19 → 3%, -3%, -4%, -1%, -3%, ., -3%, -1%, -6%, -2%

# New compounds follow.
33: CC(c1nc2ccccc2c(=O)[nH]1)N(C)CCOc1ccc(Cl)cc1 (centres undefined)
34: COc1ccc(OC)c(C(C)NC(=O)c2ccc(Br)cc2)c1 (centres undefined)
35: Cc1ccc(-c2nnn(CC(=O)N(C)C3CCCCC3)n2)o1
36: O=C(NC1CCCCC1)C(c1cccnc1)N(CCc1ccccc1)C(=O)Cc1cccs1 (centres undefined)
37: O=C(CSCc1cccc(Cl)c1)N1CCN(Cc2ccc3c(c2)OCO3)CC1
38: COc1cc(-c2[nH]nc3c2C(c2ccco2)C(C#N)=C(N)O3)cc(OC)c1OC (centres undefined)
39: c1ccc(-c2nc(NCC3CCCO3)c3ccccc3n2)nc1 (centres undefined)
40: O=C(CCn1nc(-c2ccccc2)c2ccccc2c1=O)N1CCN(c2ccccc2)CC1

assay / entry	33	34	35	36	37	38	39	40
APEX1 inh	-2%	3%	2%	3%	-1%	3%	-2%	-1%
TRHR ag	0.3	-1.1	0.0	1.6	1.3	0.4	-0.7	-1.3
POLI inh	26%	20%	-9%	5%	1%	-23%	0%	-2%
Pol beta inh	5%	27%	-20%	-7%	?	25%	23%	-1%
Pol kappa inh	-5%	-7%	3%	-34%	-6%	-29%	-7%	1%
BLM helicase inh	-5%	1%	3%	2%	-10%	-6%	-6%	-2%
ALOX12 inh	-1%&2%	-9%	-59%	21%	-15%	?	0%	0%
Apoferritin bind	-1%	-8%	-15%	0%	30%[activator]	-9%	-10%	?
ERG Ets-DNA blk	6%	-7%	-4%	-2%	-9%	8%	-2%	5%

41: COc1ccc(CCNC(=O)C2=C(C)C(=O)OC23CCCCC3)c(OC)c1
42: COc1ccc(CNC(=O)[C@H](C)NC(=O)C2CCN(C(=O)[C@@H](N)CCSC)CC2)cc1
43: CCCCCCNC(=O)N[C@H](C(=O)NCCC[C@H]1CN2C(=NC[C@H]2C)N1CCC(c1ccccc1)c1ccccc1)C(C)O (some centres undefined)
44: COc1cccc(NC(=O)c2ccccc2NS(C)(=O)=O)c1
45: C/C=C\C(=O)Nc1cccc(C2=NOC3(C2)C[C@H](C(N)=O)N(C(=O)Cc2ccc([N+](=O)[O-])cc2)C3)c1 (some centres undefined)
46: CCOc1ccc(S(=O)(=O)N2CCN(c3c(C)cccc3C)CC2)c2ccccc12

assay / entry	41	42	43	44	45	46
APEX1 inh	.	6%	?	-1%	2%	.
TRHR ag	0.1	0.1	-0.3	-0.3	0.1	0.9
POLI inh	-10%	15%	.	-11%	11%	-6%
Pol beta inh	20%	27%	7%	-2%	21%	-10%
Pol kappa inh	-11%	0%	.	-13%	15%	-5%
BLM helicase inh	-2%	0%	1%	3%	0%	-10%
ALOX12 inh	-13%	37%[activator]	.	0%	-59%	?
Apoferritin bind	-1%	-13%	-18%	-11%	-2%	30%[activator]
ERG Ets-DNA blk	1%	-2%	.	0%	3%	0%

# Random excerpt: 2 records from the list.
21: O=Cc1cn(-c2ccc(F)cc2)c2ccccc12
37: O=C(CSCc1cccc(Cl)c1)N1CCN(Cc2ccc3c(c2)OCO3)CC1

assay / entry	21	37
APEX1 inh	-3%	-1%
TRHR ag	-0.1	1.3
POLI inh	-9%	1%
Pol beta inh	13%	?
Pol kappa inh	-14%	-6%
BLM helicase inh	-2%	-10%
ALOX12 inh	-6%	-15%
Apoferritin bind	3%	30%[activator]
ERG Ets-DNA blk	-4%	-9%

# Screening data from PubChem.

# Some of the compounds tested. The share of hits here may be higher or lower than overall.
